Compound activity: PubChem BioAssay, Sanford-Burnham Center for Chemical Genomics
SENP7 block: SENP7 protease inhibitors, primary screen, biochemical, luminescence, uHTS | recombinant SENP7, Z-RLRGG-aminoluciferin luminescence, 40 min | inhibition, % at 5 µM | 330,000 tested, 1.5% active;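 active = inhibition above about 50% at the single test dose, limit read from the data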;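 note: plate controls were DMSO with enzyme for no effect and no enzyme buffer wells for full effect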
Target sequence (Q9BQF6 706-1050 limits assumed): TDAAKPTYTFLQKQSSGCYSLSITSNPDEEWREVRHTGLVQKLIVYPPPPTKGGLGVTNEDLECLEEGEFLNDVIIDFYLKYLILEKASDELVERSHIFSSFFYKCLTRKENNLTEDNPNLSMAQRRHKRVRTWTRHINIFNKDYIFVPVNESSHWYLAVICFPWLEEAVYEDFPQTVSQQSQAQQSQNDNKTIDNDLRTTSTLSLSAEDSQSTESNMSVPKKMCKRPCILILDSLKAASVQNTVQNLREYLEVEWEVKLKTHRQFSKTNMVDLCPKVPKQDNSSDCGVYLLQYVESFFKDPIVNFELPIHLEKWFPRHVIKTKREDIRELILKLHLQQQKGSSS
HKDC1 inh: HKDC1 hexokinase inhibitors, primary screen, biochemical, fluorescence, uHTS. recombinant HKDC1, G6PDH/diaphorase resazurin coupled fluorescence. inhibition, % at 20 µM. 340,000 tested, 0.16% active;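 active = inhibition above about 35% when tested at 20 µM, limit read from the data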;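 note: plate controls were DMSO wells with enzyme for no effect and DMSO wells lacking enzyme for full effect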
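Material: recombinant HKDC1 hexokinase; Amount: HKDC1 at 5 µg/mL; Medium: Tris pH 8.0 buffer with MgCl2, Tween-20, BSA, BME; Schedule: 90 min reaction incubation at room temperature, dark; Technique: coupled resazurin fluorescence, excitation 525 nm, emission 613 nm.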
PfG6PD inh: PfG6PD enzyme inhibitors, primary screen, biochemical, fluorescence intensity, uHTS; glucose-6-phosphate dehydrogenase-6-phosphogluconolactonase (Plasmodium falciparum 3D7); PfGluPho enzyme, NADPH resazurin-diaphorase fluorescence; inhibition, % at 20 µM; 350,000 tested, 0.78% active;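 active = inhibition reaching at least a set limit at 20 µM in the primary screen, cut at about 59% in these data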;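 note: 0% = DMSO wells with substrate and 100% = DMSO wells lacking glucose-6-phosphate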
SENP8 block-1: human SENP8 protease inhibitors, primary screen, biochemical, fluorescence, Nedd8 protein substrate, uHTS | Sentrin-specific protease 8 (Homo sapiens), Q96LD8 | recombinant SENP8 | inhibition, % at 20 µM | 360,000 tested, 0.64% active | AID 602440, 2012; in the data active = inhibition mostly above about 40%, no sharp cut-off; inactive = mostly below about 27%
UBC13 polyUb: UBC13 polyubiquitin chain formation inhibitors, primary screen, biochemical, TR-FRET, uHTS | inhibition, % at 20 µM | Ubiquitin-conjugating enzyme E2 N (Homo sapiens), P61088 | 330,000 tested, 0.47% active; in the data active = inhibition above about 45%, passing the limit was not always enough
SENP1 inh: human SENP1 catalytic domain inhibitors, primary screen, biochemical, FRET, uHTS; recombinant SENP1 catalytic domain, CyPet-SUMO1-YPet FRET cleavage; AID 624204, 2012; inhibition, % at 10 µM; 360,000 tested, 0.21% active;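 active = inhibition at least 30% at 10 µM, raw YFP signal under a set limit, fluorescence ratio 0.5 to 1.5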;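 note: 0% = enzyme with DMSO and 100% = no enzyme wells; some results filed as inactive read as strong as hits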
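Material – human SENP1 catalytic domain · Input – SENP1 enzyme, 20 pM final · Compound dosing – single concentration of 10 µM compound, 0.5% DMSO final · Timing – enzyme reaction for 50 min at room temperature, dark · Measured by – FRET fluorescence in CFP and YFP emission channels · Control set – no-enzyme wells low, DMSO-plus-enzyme wells high control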
SENP6 inh: SENP6 protease inhibitors, primary screen, biochemical, luminescence, uHTS; Sentrin-specific protease 6 (Homo sapiens), Q9GZR1; Recombinant SENP6 catalytic domain, aminoluciferin luminescence; inhibition, % at 10 µM; 330,000 tested, 1.8% active;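 active = inhibition above about 50% at the single tested dose, limit read from the data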;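 note: plate controls were DMSO wells with enzyme for no effect and DMSO wells lacking enzyme for full effect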
Target sequence (Q9GZR1 628-1112 limits assumed): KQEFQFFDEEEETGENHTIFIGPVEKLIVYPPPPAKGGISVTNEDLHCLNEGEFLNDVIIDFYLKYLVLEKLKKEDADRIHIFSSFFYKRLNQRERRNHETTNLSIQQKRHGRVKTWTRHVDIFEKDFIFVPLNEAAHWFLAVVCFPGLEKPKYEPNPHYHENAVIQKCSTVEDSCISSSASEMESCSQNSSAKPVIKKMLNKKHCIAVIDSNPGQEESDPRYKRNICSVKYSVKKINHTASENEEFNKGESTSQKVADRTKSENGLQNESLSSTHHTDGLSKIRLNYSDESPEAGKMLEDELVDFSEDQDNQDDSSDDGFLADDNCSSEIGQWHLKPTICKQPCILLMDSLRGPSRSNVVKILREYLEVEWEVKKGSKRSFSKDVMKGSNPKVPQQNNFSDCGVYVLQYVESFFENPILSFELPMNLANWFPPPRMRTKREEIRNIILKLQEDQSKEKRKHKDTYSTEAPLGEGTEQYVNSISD
beta cell repl: inducers of MIN6 beta-cell proliferation, primary screen, ATP luminescence, uHTS; MIN6 cells proliferation, ATPlite luminescence, 48 h; cells starved in 0.2% serum; 100% = growth in 10% serum; AID 2380, 2010; 330,000 tested, 0.29% active; proliferation, % at 10 µM;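 active = compounds whose signal lies at least 3.5 SD above the mean of all wells on their plate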;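 note: 0% = DMSO-treated cells in low-serum medium and 100% = 10% serum control; some compounds called inactive have numbers as strong as hits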
SENP8 block-2: SENP8 protease inhibitors, primary screen, biochemical, luminescence. purified SENP8, Z-RLRGG-aminoluciferin cleavage. inhibition, % at 10 µM. 330,000 tested, 1.2% active. AID 2540, 2010; in the data active = inhibition above about 50%
Numbers without * were called inactive; i = inactive; x = not tested or not shown; & = joins results of further samples.

SMILES	SENP7 block	HKDC1 inh	PfG6PD inh	SENP8 block-1	UBC13 polyUb	SENP1 inh	SENP6 inh	beta cell repl	SENP8 block-2
CC(C)[C@H](NC(=O)c1ccccc1Cl)C(=O)OCc1cc([N+](=O)[O-])cc2c1OCOC2	0	-12	-1	2	-1	2	18	-1	7
COc1ccccc1-n1cc2ccc([N+](=O)[O-])cc2n1	9	-6	9	28	-2	1	31	-2	12
O=c1cc(NCc2ccccc2)[nH]c(=O)[nH]1	-3	1	-9	12	-2	1	-3	1	-1
COc1cc(C)c(Cl)cc1S(=O)(=O)NCCN1CCOCC1	-10	-6	-10	5	-8	0	-18	0	0
Brc1ccc(-n2cccc2/C=N/n2cnnc2)cc1	-3	1	5	21	0	3	-6	2	-2
CCn1nc(C)c(/C=N/NC(=O)Cn2nccc2C)c1C	-11	-17	0	11	-9	2	-19	0	-10
COc1cc([C@@H]2CC=C(C(=O)O)[C@H](c3ccccc3)N2S(=O)(=O)c2ccc(C)cc2)cc(OC)c1OC	12	-3	10	9	-17	0	-11	-1	-4
Cc1cc(=O)oc2cc(OC(C)C(=O)NCCCN3CCCC3=O)c(Cl)cc12 (stereo not drawn)	-2	-5	-1	-128	0	3	3	1	-1
CN(CCOCCOc1ccc2ccccc2c1)Cc1ccccc1	-16	-3	15	23	5	3	-7	-4	-5
Cc1csc(=O)n1CCC(=O)OCC(=O)Nc1cc(Cl)ccc1[N+](=O)[O-]	-7	-9	-17	24	1	1	-1	-4	-7
COc1cccc(NC(=O)C2C3C=CC4(O3)C2C(=O)N(C(C)C)C4C(=O)NC2CCCCC2C)c1 (stereo not drawn)	-6	-5	4	14	-11	0	-5	-2	-12
CSc1nc(N)c(C(=O)NC2CCCCC2)s1	3	-6	1	10	0	1	10	2	-4
O=C1CN(C(=O)NCC(=O)N[C@@H](Cc2ccccc2)C(=O)O)c2ccccc2N1	-3	-1	-2	46*	-9	-1	-14	-4	2
COC(=O)c1ccc(CSCc2ccc(C(=O)OC)o2)o1	-9	-5	-1	13	1	2	-10	-1	-13
O=c1[nH]c(=O)n([C@H]2C[C@H](O)[C@@H](CO)O2)cc1I	2	-7	3	3	4	1	-12	-1	-1
c1ccc(C(c2c[nH]c3ccccc23)c2c[nH]c3ccccc23)nc1	-6	-1	7	-4	13	-112	-3	-4	2
CCOC(=O)CSc1nc(=O)n2ccccc2n1	1	-1	-8	-16	-3	2	15	-3	1
CCOC(=O)C1=C(C)NC(C)=C(C(=O)OCC)C1C(=O)OCC(=O)N1c2ccccc2CC1C (stereo not drawn)	34	1&6	10&3	i	6	-7&-2	8	0	-1
CCOC(=O)C1=C(CS(=O)(=O)c2ccccc2)NC(=O)NC1c1cc(OC)c(O)c(OC)c1 (stereo not drawn)	3	-5	9	14	-4	3	-2	-2	4
C[C@H](NC(=O)c1ccco1)C(=O)Nc1nc(-c2ccccn2)cs1	x	0	16	-8	x	-2	x	x	x
CCOc1ccc(NC(=O)CN(C)C(=O)CC(NC(=O)c2ccccc2)c2ccccc2)cc1OCC (stereo not drawn)	1	-3	16	-1	-6	-2	-16	2	-4
C/C(=N\NC(N)=O)c1ccc(-n2ccnc2)cc1	-7	-11	7	7	-8	-2	-8	-3	9
O=c1[nH]cnc2c1C(c1ccccc1[N+](=O)[O-])c1c(nc[nH]c1=O)O2	3	0	-17	6	-16	-2	1	1	-3
CCOC(=O)CC(=O)c1sc2c(c1N)c(=O)[nH]c(=O)n2-c1ccc(OC)cc1	-5	0	32	11	3	1	-4	-4	6
C=CCn1c(=S)[nH]c2nc3c(cc2c1=O)COC(C)(C)C3	-4	-3	13	-13	-7	-60	-13	-2	-6
Cc1ccc(NC(=O)CN2C(=O)S/C(=C\c3cccn3-c3cccc(C(=O)O)c3)C2=O)c(C)c1	-17	33	-40	5	-55	-3	-27	-3	-4
CCOc1cccc(C(=O)NC(=S)Nc2cccnc2)c1	-9	-15	2	11	-13	0	-8	-2	-19
O=C1C=CC2(C=C1)O[C@H](Cc1ccccc1)[C@@H](Cc1ccccc1)O2	x	38*	37	3	x	3	x	x	x
COc1ccc(Cc2nnc(SCC(=O)c3ccc4c(c3)OCO4)o2)cc1	-8	-1	5	-1	-5	1	1	4	1
Cc1cc(C)nc(SCC(=O)Nc2ncccn2)n1	-3	x	x	x	-2	x	8	0	-10
CN1c2ccccc2-c2nc3ccccc3n2C1c1cccs1 (stereo not drawn)	4	4	23	-399	17	-8	2	0	3
COCCNC(=O)/C(C#N)=C/c1c(F)cccc1Cl	-4	-6	-1	10	4	2	-12	-3	2
C[C@@H]1CC[C@@]2(O[C@H](CCO)C[C@@H](O)[C@@H]2O)O1	-6	-5	-2	17	3	0	-16	-3	-1
CC1CN(C(=O)/C=C/c2ccccc2[N+](=O)[O-])CC(C)O1 (stereo not drawn)	2	-3	-3	10	3	0	-4	0	-3
O=C(COC(=O)CCN=C1NS(=O)(=O)c2ccccc21)NNC(=O)c1ccc(Cl)cc1	1	-8	0	2	-1	0	-1	5	5
CN(Cc1cccc(F)c1)C(=O)CN1CCN(S(=O)(=O)c2ccc3c(c2)OCCCO3)CC1	10	-4	-4	-2	0	1	2	-1	9
COc1ccccc1NC(=O)c1cc(Cl)nc2ccccc12	-2	-5	12	17	0	2	-5	3	-1
Cn1nnnc1SCSc1nnnn1C	3	-5	-11	11	-1	1	3	-3	9
Cc1ccc(NC(=O)C2(c3cccs3)CCOCC2)cc1C	5	-10	1	10	4	3	1	0	4
Cc1[nH]c(C)c(S(=O)(=O)NCCc2ccccc2)c1C(=O)N1CCCCC1	13	-5	-9	2	-1	-1	-13	-2	-7
O=C1CC(c2ccncc2)c2cc3c(cc2N1)OCO3 (stereo not drawn)	-3	-4	6	-38	-1	0	-13	1	1
Cc1cccc(NC(=S)N(CCCN2CCOCC2)C(C)c2cc3ccccc3o2)c1 (stereo not drawn)	6	-5	2	20	2	4	2	-2	1
COc1ccccc1OCC(=O)N(Cc1nc(-c2ccccc2)no1)C(C)C	5	2	-13	7	4	0	5	2	-6
COc1ccc(CCNC(=O)CC(c2ccccc2)c2cccc(C)c2O)cc1OC (stereo not drawn)	-2	-9	-4	13	-1	-1	2	3	5
O=C(NC1CCCC1)c1cc2c(=O)n3ccccc3nc2s1	3	1	15	i	25	-82	23	4	7
O=C(CNS(=O)(=O)c1ccc(F)c(Cl)c1)N1CCCCCC1	6	-7	1	4	2	2	-6	-1	-5
CC1CC(NC(=O)c2c(O)nc3ccccn3c2=O)CC(C)(C)C1 (stereo not drawn)	x	-6	-7	-400	x	2	x	x	x
O=C(N/N=C/c1ccco1)c1ccc(NC(=O)C2CCCCC2)cc1	-6	-7	0	-25	-16	1	5	-3	-1
CCOC(=O)c1ccc[n+](CC(=O)c2ccccc2)c1	6	-10	-14	10	2	-3	10	0	6
COc1cccc(CNC(=O)c2ccc3nc[nH]c3c2)c1	-7	3	-18	16	2	-1	2	2	-4
CN1CCN(/N=C/c2ccc(-c3ccccc3)cc2)CC1	83*	-8	12	2	8	4	22	4	79*
COc1ccc(NC(=O)CN2C(=O)NC(C)(C3CCCCC3)C2=O)c(OC)c1 (stereo not drawn)	8	-6	7	14	10	0	-8	-3	-3
CCOC(=O)CSc1nnc(CNc2ccccc2Cl)n1-c1ccccc1	-3	5	17	3	-9	0	-3	-3	2
Cc1c(Cl)cccc1Nc1ccccc1C(=O)O	1	3	-9	3	1	2	0	0	10
CCOC(=O)C1/C(=N\O)CC(C)(O)C(C(=O)OCC)C1c1ccc(N(C)C)cc1 (stereo not drawn)	8	-4	6	8	-10	-1	-6	2	6
